# NOD2-RIPK2 inh – blocks binding of human NOD2 to RIPK2 | CHO BLA complementation NOD2-RIPK2, CCF4 ratio | 360,000 compounds, 0.38% hits | inhibition, % at 4.98 µM; in the data active = inhibition above about 21%;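 also: 0% = vehicle only and 100% = reference blocker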
# MC4R ag barr – activates human MC4R beta-arrestin recruitment | P32245 | U2OS MC4R beta-arrestin complementation, luminescence; percent of melanotan II response, DMSO zero | activation, % at 8.9 µM | 360,000 compounds, 0.98% hits;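 active = activation above a per-plate cutoff, the mean activation of sample wells on that plate plus 3 SD, cut at about 8% in these data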
# ABHD5-PLIN5 inh – inhibitors of human ABHD5-perilipin-5 interaction | inhibition, % at 4 µM | 360,000 compounds, 0.78% hits | Q00G26+Q8WTS1 | AID 602281 | Split G. princeps luciferase complementation, luminescence, 4 h;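 active = inhibition above the mean inhibition across every tested compound plus 3 SD, cut at about 22% in these data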;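 also: 0% = DMSO only wells and the 100% control is not disclosed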
# TLR9-MyD88 inh – inhibitors of human TLR9-MyD88 binding; Q9NR96+Q99836; CHO BLA complementation TLR9-MyD88, CCF4 FRET ratio; inhibition, % at 4.98 µM; 340,000 compounds, 0.21% hits; AID 504734;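 active = inhibition above the mean over all tested compounds plus 3 SD, cut at about 21% in these data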;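 also: 0% = DMSO only wells and 100% = clavulanate BLA inhibitor control wells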
# Target sequence (Q99836 whole entry, looked up): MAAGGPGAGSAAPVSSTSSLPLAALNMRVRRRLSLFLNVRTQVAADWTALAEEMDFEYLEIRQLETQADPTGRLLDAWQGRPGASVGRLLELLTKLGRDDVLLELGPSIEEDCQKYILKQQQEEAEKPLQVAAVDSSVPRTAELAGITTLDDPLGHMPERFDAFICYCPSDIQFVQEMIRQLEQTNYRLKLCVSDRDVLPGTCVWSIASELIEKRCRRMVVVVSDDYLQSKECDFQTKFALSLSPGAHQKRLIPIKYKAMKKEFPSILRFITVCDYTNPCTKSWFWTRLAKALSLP
# Target sequence (Q9NR96 whole entry, looked up): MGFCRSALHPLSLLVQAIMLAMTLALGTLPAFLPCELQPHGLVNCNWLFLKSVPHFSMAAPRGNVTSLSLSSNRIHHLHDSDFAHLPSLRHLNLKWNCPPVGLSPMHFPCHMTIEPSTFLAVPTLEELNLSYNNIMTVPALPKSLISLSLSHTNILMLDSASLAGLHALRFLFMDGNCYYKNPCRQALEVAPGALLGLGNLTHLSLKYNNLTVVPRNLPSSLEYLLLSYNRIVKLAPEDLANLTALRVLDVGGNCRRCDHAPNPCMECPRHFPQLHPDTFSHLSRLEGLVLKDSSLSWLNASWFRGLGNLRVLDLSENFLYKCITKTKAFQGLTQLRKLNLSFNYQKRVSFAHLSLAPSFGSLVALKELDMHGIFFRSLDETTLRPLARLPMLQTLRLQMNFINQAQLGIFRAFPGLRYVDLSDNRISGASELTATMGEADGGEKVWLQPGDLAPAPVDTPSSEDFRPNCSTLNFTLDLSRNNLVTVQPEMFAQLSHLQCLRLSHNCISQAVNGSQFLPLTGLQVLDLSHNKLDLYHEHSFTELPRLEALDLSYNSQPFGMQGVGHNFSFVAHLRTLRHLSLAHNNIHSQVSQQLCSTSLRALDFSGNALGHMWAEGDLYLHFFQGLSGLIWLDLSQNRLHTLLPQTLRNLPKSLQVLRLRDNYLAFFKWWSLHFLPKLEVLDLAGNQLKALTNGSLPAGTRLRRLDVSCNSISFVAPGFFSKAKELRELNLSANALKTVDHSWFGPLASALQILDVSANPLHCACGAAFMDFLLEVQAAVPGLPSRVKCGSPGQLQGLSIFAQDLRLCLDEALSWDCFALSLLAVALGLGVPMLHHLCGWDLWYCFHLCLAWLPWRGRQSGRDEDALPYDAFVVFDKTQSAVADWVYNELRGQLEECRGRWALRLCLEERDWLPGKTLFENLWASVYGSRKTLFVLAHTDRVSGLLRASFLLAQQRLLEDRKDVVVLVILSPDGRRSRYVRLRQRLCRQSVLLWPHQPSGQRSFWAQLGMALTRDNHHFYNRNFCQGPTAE
# LRH-1 inv ag – inverse agonists of human LRH-1 (NR5A2). O00482. HEK293T StAR-luciferase reporter, LRH-1 transfected, 24 h. inhibition, % at 3.6 µM. 360,000 compounds, 0.13% hits. AID 602396;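 active = inhibition above the mean inhibition of all tested compounds plus 3 SD, cut at about 73% in these data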;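 also: 0% = DMSO wells and 100% = reporter-only cells lacking LRH-1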
# LMP1 NFkB inh – reduces LMP1-driven NF-kappaB luciferase signal | LMP1-induced NF-kappaB luciferase reporter cells, luminescence | inhibition, % at 12.5 µM | 350,000 compounds, 0.69% hits; in the data active = inhibition above about 41%;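 also: 0% = neutral control wells and 100% = reference inhibitor control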
# NR2F2 inh – NR2F2 (human) inhibition, primary screen. P24468. HEK293T NGFI-A luciferase reporter, luminescence. inhibition, % at 8.6 µM. 370,000 compounds, 0.7% hits. AID 686940;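 active = inhibition above a per-plate cutoff, mean inhibition of test wells between control levels plus 3 SD, cut at about 38% in these data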;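 also: cells cotransfected with COUP-TFII expression vector driving the NGFI-A reporter; 0% = median of COUP-TF2 test wells and 100% = reporter-only cells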
# NCOA3 inh – inhibits human SRC3 coactivator; Q9Y6Q9; HEK293 GAL4-SRC3 luciferase reporter, luminescence; inhibition, % at 3.6 µM; 360,000 compounds, 0.17% hits;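 active = inhibition above a per-campaign cutoff, the mean of all compounds plus 3 SD, cut at about 60% in these data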;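 also: 0% = DMSO-treated cells and 100% = gossypol-treated cells at 36 µM; higher means less SRC3-driven luciferase light from the GAL4 reporter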
# MC4R antag cAMP – antagonists of human melanocortin 4 receptor (MC4R); P32245; MC4R-expressing cells, MTII-stimulated cAMP, LANCE TR-FRET; inhibition, % at 6.5 µM; 360,000 compounds, 0.48% hits; AID 540295;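 active = inhibition above its plate's cutoff, the mean of tested wells on that plate plus 3 SD, cut at about 29% in these data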;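 also: 0% = Melanotan II alone and 100% = Melanotan II plus saturating MCL0020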
#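 material = U2OS cells stably expressing human melanocortin 4 receptor (MC4R) | also added = Melanotan II challenge | dosing = single nominal compound dose of 6.5 µM | detection = TR-FRET with Eu-cAMP and labeled anti-cAMP, 671 nm | replication = singlicate | timing = compound 30 min, challenge 1 h, detection 1 h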
# NCOA1 inh – inhibitors of human steroid receptor coactivator 1 (SRC1); Q15788; HEK293 GAL4-SRC1 luciferase reporter, luminescence; inhibition, % at 3.6 µM; 360,000 compounds, 0.12% hits; AID 588354;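 active = inhibition above the campaign mean plus 3 SD, with each screening campaign given its own cutoff, cut at about 60% in these data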;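 also: 0% = DMSO treated cells and 100% = gossypol at 36 µM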
# SRC2 inh – inhibits human steroid receptor coactivator 2. AID 651957. HEK293 GAL4-SRC2 luciferase reporter, luminescence. inhibition, % at 9 µM. Q15596. 370,000 compounds, 0.17% hits;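 active = inhibition above the mean inhibition of all tested compounds plus 3 SD, set per campaign, cut at about 52% in these data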;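 also: 0% = DMSO treated cells and 100% = cells given Gossypol at 36 µM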
# * = called active by the depositor; x = not tested or not shown.
Molecule,NOD2-RIPK2 inh,MC4R ag barr,ABHD5-PLIN5 inh,TLR9-MyD88 inh,LRH-1 inv ag,LMP1 NFkB inh,NR2F2 inh,NCOA3 inh,MC4R antag cAMP,NCOA1 inh,SRC2 inh
CCOc1ccc(CN(C(=O)c2oc3cc(C)ccc3c2C)C2CCS(=O)(=O)C2)cc1 (configuration not stated),3,-0.8,-5,-2,12,-10,-1,15,7,-17,-17
COc1ccc(C)cc1S(=O)(=O)Nc1ccc2c(c1)N(C(C)=O)CCC2,-2,-2.6,0,1,11,3,21,16,7,-1,3
CCOC(=O)C1=C(C)N(c2ccccc2)C(=O)NC1c1cccc([N+](=O)[O-])c1 (configuration not stated),-5,-1.3,10,9,0,11,5,3,18,4,8
COc1ccc(CCN(C)C(=O)c2ccc(COc3ccccc3)o2)cc1OC,-6,0.6,6,-8,20,8,-19,-7,3,13,-31
O=c1cc[nH]c2cccc(Cc3ccccc3)c12,-3,-2.1,4,5,-4,5,5,17,5,-3,-16
CSc1ccc(CNC(=O)CCn2ccc3cc(S(=O)(=O)N4CCCC4)ccc32)cc1,-2,-1.4,7,-11,2,-6,4,-17,23,-6,17
O=C(N/N=C/c1cccc(Cl)c1)c1c(O)c2c([nH]c1=O)CCCC2,3,2.9,1,-7,-26,-18,-21,8,4,-7,-25
CSc1n[nH]c(NCc2cccs2)n1,-4,-1.8,-5,1,-16,1,x,1,-5,-8,x
O=C(Nc1ccc(Br)cn1)c1cccc(C(=O)Nc2ccc(Br)cn2)c1,2,3.3,-2,0,-66,-21,-9,-71,6,-64,-52
COC(=O)[C@]12CCCCC=C1N(Cc1ccc3c(c1)OCO3)C(=O)[C@H](CC(=O)NCC1CCCCC1)C2,-4,x,-2,x,-6,x,5,x,x,x,1
CC(C)CCNC(=O)c1ccc(Cn2c(=S)[nH]c3ccccc3c2=O)cc1,-7,5.0,0,-8,18,3,21,-2,1,19,-1
O=C(Nc1ccccc1Cl)c1cc(C2CCCCN2C(=O)OCCF)on1 (configuration not stated),-12,-1.1,3,x,-38,x,7,-14,8,3,-2
CCOC(Cn1ccc(=O)[nH]c1=O)OCC,-15,0.1,0,0,5,1,5,4,3,-10,2
CCn1nc(C)c(CN2CCC(n3nccc3NC(=O)c3ccc4c(c3)OCO4)CC2)c1C,-1,-1.4,7,0,2,-6,12,10,8,-2,19
CCOC(=O)C(=Nc1ccccc1)NO,-10,-1.7,-2,-1,17,-2,-14,14,-3,1,2
N#CC1=C(N)Oc2nc[nH]c(=O)c2C1c1cccs1 (configuration not stated),1,0.0,-1,x,8,-5,-1,5,-1,-33,15
O=C(N/N=C\c1cc([N+](=O)[O-])ccc1N1CCOCC1)c1ccccn1,-2,-1.4,-1,3,-53,4,-11,-28,3,-55,-61
Cc1cc(=O)oc2cc(OCC(=O)N3CCCc4ccccc43)ccc12,-2,-2.9,-1,-3,16,-7,-5,-26,4,-16,4
c1ccc(CCn2c3ccccc3c3nnc(SCc4ccc5nonc5c4)nc32)cc1,5,-2.0,-11,-10,7,20,-10,5,-1,6,8
Cc1ccc(N2C(=O)c3cccc([N+](=O)[O-])c3C2=O)cc1C,-17,-1.5,-1,-5,-6,-5,14,-2,42*,-11,2
CCCN(CCC)C(=O)CC(c1ccccc1)C1CCOC(C)(C)C1 (configuration not stated),-2,-2.5,1,-8,12,3,8,12,5,4,14
O=C(CSc1nncn1-c1cccnc1)N(c1ccccc1)c1ccccc1,5,-0.9,1,6,9,-1,-2,-19,-1,-10,-8
CCC(=O)c1cc2c(C)cc(=O)oc2c(C)c1OC(=O)C(C)C,-2,0.7,1,6,19,-3,-2,8,5,7,7
CC(=O)Oc1cccc(/C=C2\Sc3ccccc3C2=O)c1,-2,0.8,22*,-10,16,7,-1,8,5,-15,8
CCc1ccc(N(CC(=O)N2CCCC2)S(C)(=O)=O)cc1,-3,0.0,-2,6,12,0,1,-4,9,-2,8
N#C/C(=N\Nc1ccc(F)cc1)C(=O)C1CC1,-16,-0.9,0,x,12,x,5,2,-1,-16,7
CCC(CO)n1c(=S)[nH]c2cc(OC)c(OC)cc2c1=O (configuration not stated),-9,-2.2,7,-14,17,4,-12,11,4,8,-2
Cn1c(CNC(=O)C2CCC(=O)N(CCc3cccc(F)c3)C2)nc2ccccc21 (configuration not stated),-10,-1.5,-25,-2,-8,5,-11,-7,2,8,0
O=C(CSc1nnc(NC(=O)c2ccco2)s1)NC1CCCCC1,-8,-2.2,-6,4,-8,3,2,6,3,-9,-23
CCOC(=O)c1cccc(NC(=O)Cn2c(CC(=O)NC)nc3ccccc32)c1,-4,-1.5,6,1,-1,5,1,8,4,3,-10
Cc1ccc(S(=O)(=O)c2nc(NN(C)C)sc2Cl)cc1,-5,1.8,1,9,5,9,13,23,-1,-1,9
Cc1cccc(NS(=O)(=O)c2ccc(-n3cccn3)cc2)c1C,2,5.0,-11,-9,-23,8,17,-7,16,-2,26
NS(=O)(=O)c1ccc(CCNC(=O)COC(=O)Cc2ccc([N+](=O)[O-])cc2)cc1,-2,-2.1,3,-3,3,3,-12,9,-4,-7,11
N#C/C(=C/c1ccc(-c2ccc([N+](=O)[O-])cc2)o1)c1nnc(N2CCOCC2)n1-c1ccccc1,4,-1.6,1,-15,6,4,1,-2,-1,-7,-4
Cc1c(C2C(C#N)=C(N)N(c3ccccc3C#N)C3=C2C(=O)CCC3)cnn1C (configuration not stated),4,0.4,4,-3,-11,4,1,24,2,5,3
CC(C)C[C@@H](CSc1ccc(Br)cc1)N1CCN(C)CCC1=O,-4,-1.1,-1,3,-30,-18,-47,-65,2,-54,-32
Cc1cc(N=Nc2ccc(C)c(N=Nc3cc(C)c(N)cc3N)c2)c(N)cc1N,4,-1.4,10,3,-116,-10,-29,-102,16,-90,-77
Cc1ccc(OCc2cc(C(=O)NC(C)Cc3cccc(C)n3)no2)cn1 (configuration not stated),-3,-0.7,1,-8,-12,3,25,2,0,-14,-22
O=C(N/N=C/c1c[nH]c2ccccc12)c1cccc(Cl)c1,-4,-0.3,1,5,-21,-20,-23,-56,-6,-33,-47
COc1cccc(CN(C)C(=O)c2cc(-c3ccc(F)cc3)nc3ccccc23)c1,-3,-2.9,1,0,-5,7,x,-13,15,-4,x

# As a working copy, eleven of the compounds above:
Molecule,NOD2-RIPK2 inh,MC4R ag barr,ABHD5-PLIN5 inh,TLR9-MyD88 inh,LRH-1 inv ag,LMP1 NFkB inh,NR2F2 inh,NCOA3 inh,MC4R antag cAMP,NCOA1 inh,SRC2 inh
CCCN(CCC)C(=O)CC(c1ccccc1)C1CCOC(C)(C)C1 (configuration not stated),-2,-2.5,1,-8,12,3,8,12,5,4,14
O=C(CSc1nncn1-c1cccnc1)N(c1ccccc1)c1ccccc1,5,-0.9,1,6,9,-1,-2,-19,-1,-10,-8
CCC(=O)c1cc2c(C)cc(=O)oc2c(C)c1OC(=O)C(C)C,-2,0.7,1,6,19,-3,-2,8,5,7,7
CC(=O)Oc1cccc(/C=C2\Sc3ccccc3C2=O)c1,-2,0.8,22*,-10,16,7,-1,8,5,-15,8
CCc1ccc(N(CC(=O)N2CCCC2)S(C)(=O)=O)cc1,-3,0.0,-2,6,12,0,1,-4,9,-2,8
N#C/C(=N\Nc1ccc(F)cc1)C(=O)C1CC1,-16,-0.9,0,x,12,x,5,2,-1,-16,7
CCC(CO)n1c(=S)[nH]c2cc(OC)c(OC)cc2c1=O (configuration not stated),-9,-2.2,7,-14,17,4,-12,11,4,8,-2
Cn1c(CNC(=O)C2CCC(=O)N(CCc3cccc(F)c3)C2)nc2ccccc21 (configuration not stated),-10,-1.5,-25,-2,-8,5,-11,-7,2,8,0
O=C(CSc1nnc(NC(=O)c2ccco2)s1)NC1CCCCC1,-8,-2.2,-6,4,-8,3,2,6,3,-9,-23
CCOC(=O)c1cccc(NC(=O)Cn2c(CC(=O)NC)nc3ccccc32)c1,-4,-1.5,6,1,-1,5,1,8,4,3,-10
Cc1ccc(S(=O)(=O)c2nc(NN(C)C)sc2Cl)cc1,-5,1.8,1,9,5,9,13,23,-1,-1,9

# (more compounds)
Molecule,NOD2-RIPK2 inh,MC4R ag barr,ABHD5-PLIN5 inh,TLR9-MyD88 inh,LRH-1 inv ag,LMP1 NFkB inh,NR2F2 inh,NCOA3 inh,MC4R antag cAMP,NCOA1 inh,SRC2 inh
O=C(COC(=O)C1CCCO1)Nc1cccc(C(F)(F)F)c1 (configuration not stated),5,3.3,12,-3,15,-6,-16,10,-1,11,15
CC(C)CCNC(=O)CCc1nnc2n(CCCOC(C)C)c(=O)c3ccccc3n12,-10,-1.6,0,-7,10,5,-15,-16,12,-6,6
CC(C)c1ccc(NC(=S)N2CCN(C)CC2)cc1,-11,1.0,1,-5,-24,1,-15,-45,4,-21,-23
CCN(CC)C(=O)Cn1cc(S(=O)(=O)CC(=O)Nc2cccc(NC(C)=O)c2)c2ccccc21,0,1.5,-2,-3,-14,-6,-6,3,13,-5,-2
CC1CN(c2ccc(Cl)nn2)CC(C)O1 (configuration not stated),-14,-2.2,-5,-4,-4,-3,8,5,3,4,-7
CN(C)Cc1ccccc1Sc1ccc2c(c1)CCCC2,-2,1.7,11,x,-9,x,-12,1,11,0,-3
Cc1c(N=Cc2ccc[nH]2)c(=O)n(-c2ccccc2)n1C,-5,-1.0,3,-7,2,3,14,-5,-8,1,4
CC1CCCC(C)N1CC(O)Cn1c2ccccc2c2ccccc21 (configuration not stated),11,2.0,5,-9,12,13,8,14,8,-4,-19
CCOC(=O)c1ccc(N=c2sc(C(=O)OC)cc(=O)n2C2CC2)cc1,5,2.2,8,17,19,5,2,5,3,-5,-22
Cc1nc2ccc(S(=O)(=O)NCC(=O)NC(C)c3ccccc3)cc2s1 (configuration not stated),-13,0.0,-7,4,0,1,14,-7,1,2,15
CCc1ccccc1-n1ncc(C(=O)Nc2ccc(OC)cc2)c1C,-1,0.1,-8,-2,-129,79*,-56,-124,15,-113,-61
O=C(COC(=O)Cc1ccccc1F)NNC(=O)c1ccc([N+](=O)[O-])cc1,5,-4.8,-8,7,5,-6,24,14,7,-1,1

# These rows are one share of the data, so the mix of outcomes need not match the whole.
